EPAC2 antagonist: antagonists of human EPAC2. Q8WZA2. EPAC2 GEF exchange of Rap1B-BODIPY-GDP, fluorescence. Potency, µM (top dose mostly 114 µM), inactives show top-dose activity, negative = inhibition, hits mostly inhibitors. actives 0.18% (n = 360,000); further: potency means the concentration at half of the fitted maximal effect; on the % scale 0 is the no-effect control and ±100 the full control effect; nearly all actives have a fitted effect of over 45% in size; many of its hits are not listed in these tables
Target sequence (Q8WZA2 whole entry, looked up): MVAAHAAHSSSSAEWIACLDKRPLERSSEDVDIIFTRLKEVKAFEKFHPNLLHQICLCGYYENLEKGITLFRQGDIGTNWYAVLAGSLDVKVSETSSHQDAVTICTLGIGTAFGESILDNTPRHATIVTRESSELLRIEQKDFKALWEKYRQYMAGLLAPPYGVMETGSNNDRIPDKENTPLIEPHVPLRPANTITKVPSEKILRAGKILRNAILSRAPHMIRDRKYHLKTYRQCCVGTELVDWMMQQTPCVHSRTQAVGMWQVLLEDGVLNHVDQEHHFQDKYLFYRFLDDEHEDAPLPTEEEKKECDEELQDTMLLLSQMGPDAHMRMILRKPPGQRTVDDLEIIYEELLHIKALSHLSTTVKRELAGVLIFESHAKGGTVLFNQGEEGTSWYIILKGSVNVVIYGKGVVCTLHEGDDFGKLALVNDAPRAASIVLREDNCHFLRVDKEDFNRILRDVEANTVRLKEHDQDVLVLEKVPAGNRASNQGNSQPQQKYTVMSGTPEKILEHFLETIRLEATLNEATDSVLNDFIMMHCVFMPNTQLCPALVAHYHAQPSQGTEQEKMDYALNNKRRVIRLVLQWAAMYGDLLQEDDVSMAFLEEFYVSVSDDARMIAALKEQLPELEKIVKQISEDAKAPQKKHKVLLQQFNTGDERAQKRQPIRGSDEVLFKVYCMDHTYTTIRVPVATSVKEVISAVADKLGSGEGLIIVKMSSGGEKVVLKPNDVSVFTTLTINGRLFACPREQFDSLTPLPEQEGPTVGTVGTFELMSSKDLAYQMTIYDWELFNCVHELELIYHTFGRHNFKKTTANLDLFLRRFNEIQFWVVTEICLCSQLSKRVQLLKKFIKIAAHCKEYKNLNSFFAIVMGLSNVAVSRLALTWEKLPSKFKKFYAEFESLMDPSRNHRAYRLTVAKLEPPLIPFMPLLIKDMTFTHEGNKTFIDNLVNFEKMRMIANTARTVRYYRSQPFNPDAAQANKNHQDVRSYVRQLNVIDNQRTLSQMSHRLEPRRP
TGFb SMAD3 inh: inhibitors of TGF-b signaling. actives 1.2% (n = 410,000). HepG2 CAGA-GFP TGF-b/SMAD3 reporter, GFP fluorescence, 18 h; TGF-beta stimulated, 500 pg/mL final. AID 588855. Potency, µM (series often up to 46.1 µM), for the others: top-dose activity, negative = inhibition, actives largely listed as inhibitors; further: potency means the concentration at half of the fitted maximal effect; on the % scale 0 is the no-effect control and ±100 the full control effect; nearly all actives have a fitted effect of over 65% in size
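HEPG2 CAGA-GFP cells (1000/well, DMEM with 1% FBS) were pre-incubated 2 h at 37 degrees C, given compound by pin tool, then stimulated with TGF-beta at 500 pg/mL final for 18 h before per-cell GFP fluorescence imaging.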
CCT modulator: changes cytosolic chaperonin activity | AID 651819 | purified chaperonin ATPase assay, HTRF ADP detection, 30 min | activity change, % (no concentration beside the values), hits read low | actives 0.3% (n = 360,000); in the data active means activity change below about -30%; further: on the % scale 0 is the no-effect control and ±100 the full control effect
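TRiC at 40 or 20 nM final (batch-dependent) in 30 mM Tris pH 7.4, 100 mM KCl, 5 mM MgCl2, 1 mM DTT, with compound at single 76 uM and 10 uM ATP, 30 min at 37 deg C. ADP detected by HTRF Transcreener, 665/615 ratio.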
EPAC2 agonist: activates human EPAC2 exchange factor; actives 0.079% (n = 360,000); AID 720711; EPAC2 activation, biochemical qHTS; response scale: 100% = 6.5 mM cAMP response; Potency, µM (highest dose often 154 µM), for inactives: at the highest dose activation, usual class: activators; Q8WZA2; further: potency means the concentration at half of the fitted maximal effect; nearly all actives have a fitted effect of over 50% in size
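Guanine nucleotide exchange by EPAC2 is measured as reduced fluorescence of BODIPY-GDP once it is released from 250 nM Rap1B. Plates are read kinetically for 30 min at room temperature; results are scaled to 6.5 mM cAMP.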
Nrf2 inh: inhibitors of Nrf2 signaling; A549 ARE-Fluc reporter, luciferase luminescence, 18-24 h; Potency, µM (top dose mostly 46 µM), for inactives: top-dose activity change, negative = inhibition, usual class: inhibitors; actives 2.1% (n = 360,000); AID 504444; further: potency means the concentration at half of the fitted maximal effect; on the % scale 0 is the no-effect control and ±100 the full control effect; nearly all actives have a fitted effect of over 60% in size
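Nrf2 function is reported as luminescence of an ARE-controlled luciferase in A549 cells. Compounds were tested at several concentrations, and a CellTiter-Fluor read on the same wells flagged cytotoxicity.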
Akt phos inh: blocks phosphorylation of Akt; Neuro2A IGF-stimulated pAkt S473 HTRF, 20 min; stronger effect = lower value; activity change, % for hits at 50 µM; actives 0.32% (n = 360,000); in the data active means activity change below about -80%; inconclusive means mostly about -51% to -80%; further: on the % scale 0 is the no-effect control and ±100 the full control effect
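Neuro2A cells (4,500/well, DMEM with 0.5% FBS) were treated with compound at a single 50 µM final concentration, stimulated with 6 nM IGF for 20 min at 37 °C, and lysed. Phospho-Akt Ser473 was read by HTRF as 665/615 ratio ×10^4.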
A549 tox: counter-screen for Nrf2 inhibitors: cytotoxicity in A549 cells | A549 ARE-Fluc cells, CellTiter-Fluor viability, 18-24 h | actives 0.16% (n = 390,000) | Potency, µM (doses to about 46 µM), for inactives: top-dose activity change, negative = cytotoxicity, most hits filed as inhibitors; further: potency means the concentration at half of the fitted maximal effect; on the % scale 0 is the no-effect control and ±100 the full control effect
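A549 ARE_Fluc cells in 5% FBS OPTI-MEM were exposed to compounds in concentration-response for 18-24 h at 37 deg C. Viability was read by CellTiter-Fluor fluorescence (Ex 405/Em 525) after 30 min, before the luciferase read.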
Nrf2 ARE act: activators of Nrf2 (ARE) signaling | AREc32 ARE-luciferase reporter (MCF7-derived line), luminescence, 24 h | actives 0.31% (n = 410,000) | Potency, µM (doses to about 46.1 µM), without a hit: at the top dose activation, most hits filed as activators | AID 624171; further: potency means the concentration at half of the fitted maximal effect; % of control where 0% means no effect; nearly all actives have a fitted effect of over 65% in size
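Reporter line AREc32 (ARE-Fluc), seeded overnight in OPTI-MEM with 5% FBS; compound pin-transferred, 24 hr at 37 deg C, 5% CO2; luminescent read-out.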
Mm-Cpn inhibitor: blocks the Methanococcus maripaludis chaperonin Mm-Cpn; purified Mm-Cpn ATPase, ADP Transcreener TR-FRET; Potency, µM (highest dose often 76.9 µM), for the others: at the highest dose activity, negative = inhibition, hits mostly inhibitors; actives 0.031% (n = 330,000); further: potency means the concentration at half of the fitted maximal effect; on the % scale 0 is the no-effect control and ±100 the full control effect; nearly all actives have a fitted effect of over 80% in size
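Purified archaeal Mm-CPN (25nM final) preincubated 10 min at 37degC with compound, then 10uM ATP for 30 min at 37degC; ADP measured by HTRF Transcreener TR-FRET; buffer 30 mM TRIS pH 7.4, 100mM KCl, 5mM MgCl2, 1mM DTT.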
The depositor's hits bear a star; i = inactive; ? = inconclusive; / = not tested or not shown; & = joins results of further samples; [ ] = another dose, or the depositor's remark. Unless noted, the call rests on the fitted dose curve; in most records, active means well fitted curve in the direction sought with a large enough effect; inconclusive means small, poorly fitted or top-dose-only effect, or another doubt; inactive means no such curve, though single readings can be large; an effect the other way counts as inactive or inconclusive.

The line under a structure holds: EPAC2 antagonist	TGFb SMAD3 inh	CCT modulator	EPAC2 agonist	Nrf2 inh	Akt phos inh	A549 tox	Nrf2 ARE act	Mm-Cpn inhibitor
CC(C)OCCCNC(=O)CCc1nc(-c2ccccc2)no1
  6%	0%	-0.4	1%	1%	i	-2%	-0.8%	0%
Cc1ccc2cc(C(c3nnnn3C(C)(C)C)N3CCCCCC3)c(=O)[nH]c2c1 (configuration not stated)
  1%	6%	1.0	5%	3%	/	1%	-0.6%	-2%
CCC(/C=N/NC(=O)C(N)=O)CC
  -1%[57.1 µM]	-4%	1.6	1%	3%	i	-2%	0.2%	-2%
C#CCOc1ccc(/C=C2/C(=O)ON=C2C)cc1Br
  ?	0%	2.0	6%	-10%	i	3%	4.6%	0%
CCCC(=O)Nc1nnc(SCC(=O)NCc2ccco2)s1
  -2%	23%	-2.3	1%	2%	i	0%	0.8%	0%
COc1ccc(NC(=O)CO/N=C(\C)c2cccs2)cc1
  9%	2%	1.9	-3%	-1%	i	20%	-0.6%	2%
CCN(CC)C(=O)Cn1c(=O)n(CCCCCC(=O)NCc2ccccc2)c(=O)c2sccc21
  /	3%	/	/	10%	/	-5%	0.3%	/
C=CCN1C(=O)C2C(C(=O)NC3CCCCC3)C3C=CC2(O3)C1C(=O)NC1CCCC1 (configuration not stated)
  1%	-15%	-1.2	2%	0%	i	-4%	-0.8%	1%
COc1ccc(CN2CCC[C@]3(N[C@H](c4ccc(C(F)(F)F)cc4)[C@@H]4C(=O)N(Cc5ccccc5)C(=O)[C@@H]43)C2=O)cc1
  2%	-4%	-1.6	9%	/	i	/	-0.2%	/
COc1ccc(CCCNC(=O)C2CCC(=O)N(CC3CCCCC3)C2)cc1 (configuration not stated)
  -2%	-12%	-3.0	9%	-3%	i	1%	0.5%	0%
Cc1cc(C)cc(NC(=O)Cn2nnc(C(=O)NCc3ccc4c(c3)OCO4)c2N)c1
  -4%	1%	0.3	-7%	-28%	i	-5%	-0.4%	2%
Cc1ccc(C)c(CS(=O)(=O)c2cn(CC(=O)N3CCCCC3)c3ccccc23)c1
  5%	17%	-0.2	0%	-7%	i	-3%	0.0%	0%
COC(=O)/C=C1\C(=O)N(c2nc3ccccc3s2)C(=S)N1c1ccc(F)cc1
  -2%	-5%	-1.8	2%	21%	i	-2%	2.0%	-1%
CC(C)N(Cc1ccccc1)C(=O)C1CCN(c2ncnc3c2nc2n3CCCCC2)CC1
  -15%	-24%	0.4	6%	-18%	i	-7%	0.5%	0%
COCCn1cc(C(=O)NCCCOC(C)C)c2c3ccccc3n(C)c2c1=O
  0%	0%&14%	0.4	8%	6%&-20%	i	1%&-6%	0.1%&0.3%	0%
O=C1Nc2ccc(Br)cc2C12OCCO2
  -11%	15%	-1.7	3%	-8%	i	2%	0.0%	/
Cc1ccc(C(=O)N2CCC(n3nccc3NC(=O)Nc3cccc(F)c3)CC2)cn1
  2%	-5%	-2.1	0%	14%	i	5%	-0.4%	1%
O=C(Nc1cccc2ccccc12)NC1CCS(=O)(=O)C1 (configuration not stated)
  -1%	-23%	-0.7	8%	5%	i	4%	2.2%	1%
Cc1sc2nc3n(c(=O)c2c1C)NC(=O)CC3
  3%	3%	-2.9	?	7%	i	-5%	0.3%	-5%
Cc1ccc(C(=O)N/N=C2\CCc3ccccc32)c(C)c1
  0%	-4%	-4.0	4%	?	i	-1%	0.6%	-4%
COc1ccc(-c2c(C)nn(-c3ccccc3)c2NC(C)=O)cc1OC
  -2%	5%	-1.3	4%	6%	i	5%	-0.3%	1%
O=C(O)c1ccc2c(c1)C(=O)N(c1ncccn1)C2=O
  2%	-2%	-1.2	1%	-13%	i	-13%	-0.6%	0%
COc1ccc(NC(=O)Nc2cccc3c2O[C@H](CN(C)C(=O)Nc2ccc4c(c2)OCO4)[C@@H](C)CN([C@H](C)CO)C3=O)cc1
  3%	?	0.2	-3%	7%	i	-8%	6.3%	1%
CN(Cc1ccccc1)c1cc2c(c3c1ccn3C)C1CCC2C1 (configuration not stated)
  7%	-7%	-1.2	8%	/	i	/	0.5%	/
COc1cc(/C=N/NC(=O)c2c(C)nnn2-c2nonc2N)ccc1O
  5%	-12%	-4.0	-1%	-2%	i	13%	0.3%	-1%
CCCc1cc(=O)[nH]c(SCC(=O)Nc2oc(C)c3c(C)n[nH]c(=O)c23)n1
  -6%	-2%	-2.9	9%	-19%	i	-2%	0.1%	1%
CN(C)C(=O)CCc1ccc2c3c([nH]c2c1)[C@]1(CCC2CCCC2)[C@@H](C(=O)N2CCOCC2)C[C@H](CC(=O)NCCN2CCOCC2)C(=O)N1CC3
  2%	-1%	-2.3	8%	-5%	i	3%	0.0%	-1%
O=C(c1sccc1Br)N1CCN(Cc2ccc3c(c2)OCO3)CC1
  3%	-7%	-5.0	11%	1%	i	1%	0.4%	0%
O=C(Oc1ccccc1N1C(=O)CCC1=O)c1ccco1
  4%	0%	1.2	11%	4%	i	-6%	0.6%	1%
Cc1cc(C)c(NC(=O)NC(=O)c2ccc(F)cc2)c(C)n1
  0%	0%	-0.8	-2%	10%	i	-2%	3.1%	-6%
Nc1nc2n(n1)C(c1ccc(F)cc1)CC(c1ccc(F)cc1)N2 (configuration not stated)
  11%	-16%	0.8	-1%	-26%	i	-19%	-0.7%	0%
Cc1nc2cc(NC(=O)N3CCCCC3)ccc2n1C
  2%	21%	-1.3	-83%[15.6 µM]	?	/	0%	-0.3%	0%
Cc1ccc(C)c(N2CCN(C(=O)c3cc(S(=O)(=O)N4CCOCC4)ccc3F)CC2)c1
  -8%	8%	-1.8	-10%	?	i	3%	-0.5%	0%
COc1ccc(Cl)cc1NC(=O)CSc1nnc(Cc2ccc(C)cc2)c(=O)[nH]1
  -4%	8.9µM*	0.9	1%	-21%	i	-2%	0.2%	2%
CCCOc1ccc(C(=O)OCC(=O)c2c(N)n(C)c(=O)n(C)c2=O)cc1OCC
  9%	-10%	1.3	-5%	7%	i	2%	-0.5%	-4%
CN1C(=O)Cc2cc(S(=O)(=O)N3CCN(c4cccc(Cl)c4)CC3)ccc21
  -4%	9%	-1.8	-7%	-8%	i	0%	-0.2%	0%
CCc1nccn1S(=O)(=O)c1cc(C)c(OC)cc1C
  10%	6%	0.2	6%	1%	i	5%	-0.7%	1%
CCN(CC)S(=O)(=O)c1ccc(Cc2ncc(C(F)(F)F)cc2Cl)s1
  -10%	?	-0.7	0%	?	i	2%	0.3%	-1%
Cc1ccc(-n2c(C)nn(-c3ncc(C(F)(F)F)cc3Cl)c2=O)cc1
  15%	2%	2.2	4%	1%	i	0%	-0.1%	5%
CCCCNC(=O)O[C@@H]1C[C@H]2CCC(=O)N3CC[C@@H](C1)[C@@H]23
  -19%	8%	-0.3	-3%	-2%	i	9%	-1.2%	1%
O=C(Nc1cccc([N+](=O)[O-])c1)C1C2/C=C\CCCCC21 (configuration not stated)
  14%	0%	-2.7	-1%	-27%	i	-4%	4.6%	5%
CCOc1ccccc1NC(=O)Cn1c(=O)sc2ccccc21
  6%	?	1.3	-7%	0%	i	8%	0.2%	2%
CN1C(=O)/C(=C/C=C2/CCCN2C)N(C)C1=S
  ?	-9%	1.7	-13%	?	i	-1%	4.6%	-4%
Cc1ccc2cc3cc(C(=O)N4CCCCCC4)oc3nc2c1
  -2%	-9%	1.3	-7%	?	i	-2%	-0.1%	1%
COc1cc(COc2ccc3c(C)c(Cc4ccccc4)c(=O)oc3c2C)cc(OC)c1OC
  11%	-11%	0.0	-3%	?	i	-7%	-0.6%	-2%
COc1ccc(/C=N/NC(=S)Nc2ccccc2)cc1COc1ccc(Br)cc1
  0%	-17%	0.2	9%	4%	i	-5%	3.8%	-18%
COc1ccc(S(=O)(=O)N(CC(=O)N/N=C/c2cccs2)c2cc(C)cc(C)c2)cc1OC
  -6%	-42%	-0.8	14%	-69%	i	?	-0.8%	1%
O=C(CCn1ccnc1)Nc1cc(Cl)ccc1O
  -2%	16%	3.0	7%	4%	i	6%	-0.1%	-2%

5 compounds from above, ordered by the number in TGFb SMAD3 inh, descending.
Structure,EPAC2 antagonist,TGFb SMAD3 inh,CCT modulator,EPAC2 agonist,Akt phos inh,Mm-Cpn inhibitor
O=C(CCn1ccnc1)Nc1cc(Cl)ccc1O,-2%,16%,3.0,7%,i,-2%
O=C(Nc1cccc([N+](=O)[O-])c1)C1C2/C=C\CCCCC21 (configuration not stated),14%,0%,-2.7,-1%,i,5%
Cc1ccc2cc3cc(C(=O)N4CCCCCC4)oc3nc2c1,-2%,-9%,1.3,-7%,i,1%
COc1cc(COc2ccc3c(C)c(Cc4ccccc4)c(=O)oc3c2C)cc(OC)c1OC,11%,-11%,0.0,-3%,i,-2%
COc1ccc(/C=N/NC(=S)Nc2ccccc2)cc1COc1ccc(Br)cc1,0%,-17%,0.2,9%,i,-18%

Exported with each value named: 2 of the compounds above
CCOc1ccccc1NC(=O)Cn1c(=O)sc2ccccc21
  EPAC2 antagonist = 6%; TGFb SMAD3 inh = ?; CCT modulator = 1.3; EPAC2 agonist = -7%; Nrf2 inh = 0%; Akt phos inh = i; A549 tox = 8%; Nrf2 ARE act = 0.2%; Mm-Cpn inhibitor = 2%
CN1C(=O)/C(=C/C=C2/CCCN2C)N(C)C1=S
  EPAC2 antagonist = ?; TGFb SMAD3 inh = -9%; CCT modulator = 1.7; EPAC2 agonist = -13%; Nrf2 inh = ?; Akt phos inh = i; A549 tox = -1%; Nrf2 ARE act = 4.6%; Mm-Cpn inhibitor = -4%

Bioassay records as filed in PubChem BioAssay.

Not all compounds are listed (hit frequency here may not be typical).
